# Screening results from PubChem BioAssay.
# esBAF inh = inhibitors of esBAF chromatin remodeling in mouse ES cells | Bmi1-luciferase knock-in reporter, 24 h; 100% = twice the neutral-well signal | reporter increase, % at 12.5 µM | actives 2% (n = 350,000) | AID 602393; in the data active = activation above about 40%;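 note: 0% = median of the plate's neutral control wells and 100% = double that signal; a rise in the Bmi1 reporter signal indicates esBAF inhibition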
# FN deposit inh = fibronectin deposition inhibition | inhibition, % at 12.6 µM | actives 0.086% (n = 350,000) | AH1F fibroblasts, Alexa488-fibronectin deposition fluorescence, overnight;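 active = mean inhibition across replicates of 30% or more, regardless of how many single replicates reach that level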;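 note: positive control wells lacked labelled fibronectin entirely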
#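 Material: AH1F fibroblast monolayer depositing Alexa488-labelled fibronectin into matrix | Input: 10000 AH1F cells/well | Medium: DMEM plus 2% serum, read in PBS | Reagent: Alexa488-fibronectin, 24 nM final in well | Compound dosing: One dose per compound, pinned | Schedule: 1 h adhesion, overnight exposure | Measured by: Fluorescence at 485 nm excitation, 525 nm emission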
# EWS-Fli block = EWS/Fli transcriptional activity inhibition. AID 651661. A673 NR0B1-luciferase reporter, viability-normalised. inhibition, % at 12.6 µM. actives 0.67% (n = 350,000);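 active = mean inhibition of at least 50% after viability correction, with every replicate also passing that limit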;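 note: firefly luciferase signal divided by Alamar Blue viability fluorescence both relative to DMSO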
# E-sel inducer = E-selectin induction on HUVECs | activation, % at 7.58 µM | AID 686992 | HUVEC E-selectin immunofluorescence imaging; normalized: neutral wells 0, TNF-alpha wells 100 | actives 0.37% (n = 260,000);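 active = mean E-selectin-positive cell signal at least 10% of the positive control, reached in at least 60% of replicates, without over 20% cell loss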;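 note: in these data hits start at about 27%; measured in HUVEC primary endothelial cells; signal is the percent of cells scored E-selectin positive by PE staining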
# Target sequence (P16581 whole entry, looked up): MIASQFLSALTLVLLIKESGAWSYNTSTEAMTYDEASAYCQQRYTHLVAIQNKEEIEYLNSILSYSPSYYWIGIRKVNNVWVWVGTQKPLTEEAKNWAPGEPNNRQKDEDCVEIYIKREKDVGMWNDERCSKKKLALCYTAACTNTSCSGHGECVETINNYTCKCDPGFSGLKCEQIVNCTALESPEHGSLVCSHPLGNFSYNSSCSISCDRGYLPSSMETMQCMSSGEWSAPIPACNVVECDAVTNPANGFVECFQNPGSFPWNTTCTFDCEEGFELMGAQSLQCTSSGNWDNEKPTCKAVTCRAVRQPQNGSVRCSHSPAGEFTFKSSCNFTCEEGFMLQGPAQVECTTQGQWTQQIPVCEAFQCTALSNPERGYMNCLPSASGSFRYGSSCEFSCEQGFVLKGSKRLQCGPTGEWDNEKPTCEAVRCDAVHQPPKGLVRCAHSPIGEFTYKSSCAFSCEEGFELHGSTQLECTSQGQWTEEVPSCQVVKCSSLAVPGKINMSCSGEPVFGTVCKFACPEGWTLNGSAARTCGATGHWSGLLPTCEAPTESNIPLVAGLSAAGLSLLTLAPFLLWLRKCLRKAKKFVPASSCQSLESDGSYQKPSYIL
#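 Test system – human umbilical vein endothelial cells (HUVEC), E-selectin induction · Input – 3,000 HUVEC seeded per well · Buffer or medium – EGM-2, gelatin · Compound dosing – single-point compound dose · Detection – immunofluorescence imaging · Measure – percent E-selectin-positive cells · Controls – TNF-alpha high, DMSO low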
# S100A4 MyoIIA = blocks human S100A4 binding to myosin IIA peptide. inhibition, % at 10.7 µM. S100A4/TAMRA-MyoIIA peptide fluorescence polarization. AID 652163. actives 0.14% (n = 360,000);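 active = mean inhibition of at least 70% across replicates, with every replicate also reaching that level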
#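 Assay system: human S100A4 monomer with TAMRA-labelled myosin IIA peptide / Buffer or medium: Calcium-containing HEPES buffer, pH 7.2 / Reagent: TAMRA-labelled myosin IIA heavy-chain peptide probe, 5 nM / Compound: one dose per compound / Timing: polarization read 5 min after assay mix addition, stable 5–60 min / Benchmarks: neutral control DMSO, positive control TFP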
# XiGFP reactiv = activators of X-chromosome reactivation in mouse fibroblasts. XiGFP mouse fibroblasts, % GFP-positive cells imaging, 3 d; cells co-treated with 5-aza-dC sensitizer; scaled so ellipticine positive control = 100%. AID 743238. actives 0.055% (n = 360,000). activation, % at 7.58 µM;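 active = mean normalized replicate activation at least 10% and every replicate at or above 10%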;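 note: 0% = median of on-plate neutral control wells and 100% = ellipticine 6 µM median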
#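 System: 68-5-11 XiGFP fibroblast line | Buffer or medium: DMEM containing 5-aza-dC | Compound: Single point | Times: Compounds 3 days, fix/stain 15 min at room temperature | Benchmarks: Positive control ellipticine, 6 µM final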
# RAD52 anneal inh = inhibitors of human RAD52 DNA annealing. recombinant RAD52 DNA annealing, FRET fluorescence. inhibition, % at 18.7 µM. actives 0.46% (n = 360,000). AID 651710;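 active = every replicate showing at least 50% inhibition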
# Target sequence (P43351 whole entry, looked up): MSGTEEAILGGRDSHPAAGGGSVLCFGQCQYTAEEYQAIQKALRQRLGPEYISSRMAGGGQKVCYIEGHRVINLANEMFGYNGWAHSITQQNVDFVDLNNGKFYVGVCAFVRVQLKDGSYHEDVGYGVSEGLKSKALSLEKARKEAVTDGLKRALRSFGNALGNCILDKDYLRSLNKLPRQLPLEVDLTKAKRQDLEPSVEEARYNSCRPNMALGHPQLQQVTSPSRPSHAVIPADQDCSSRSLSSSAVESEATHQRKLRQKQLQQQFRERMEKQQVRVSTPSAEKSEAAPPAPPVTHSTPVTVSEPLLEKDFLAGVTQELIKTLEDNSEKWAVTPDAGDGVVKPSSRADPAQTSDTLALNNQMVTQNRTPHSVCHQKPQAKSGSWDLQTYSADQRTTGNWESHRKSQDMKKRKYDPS
# RAD54 inh = RAD54 (human) branch migration inhibition; Q92698; RAD54 Holliday junction branch migration, FAM/BHQ fluorescence; AID 602329; actives 0.14% (n = 360,000); inhibition, % at 10.4 µM;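 active = mean normalized replicate activity at least 40 and at least half of replicates scoring 40 or more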;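 note: 0% = median of neutral control wells and 100% = median of positive control wells; inhibitors cause a drop in the FAM fluorescence signal; in these data hits start at about 50%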
# * hit, by the source's call; . = no result given; & = joins results of further samples. Some of the compounds tested; the hit share may differ from the screen's.
SMILES,esBAF inh,FN deposit inh,EWS-Fli block,E-sel inducer,S100A4 MyoIIA,XiGFP reactiv,RAD52 anneal inh,RAD54 inh
Cc1ccsc1C(=O)C1CCCN(Cc2ccc(O)cc2)C1 (stereo not drawn),.,-14,7,0.1,-2,-0.1,-8,.
COC(=O)C1=C(c2ccc(F)cc2OCc2ccccc2)C[C@@H]2CC[C@H]1N2C(=O)NCc1ccc(OC)c(OC)c1,3,7,-3,-0.2,3,-0.1,-3,1
Cc1ccc(CNCCc2ccccc2F)cc1,.,-2,5,-3.2,-1,-0.1,-2,.
O=C1NCN(c2ccccc2)C12CCN(C(c1nnnn1C1CCCC1)C1CC1)CC2 (stereo not drawn),-4,-10,-6,-0.3,-1,0.0,-13,-2
CN1C2CCC1C(COC(=O)c1ccccc1)C(O)C2 (stereo not drawn),-6,5,-47,0.1,-7,0.2,-9,7
CSc1nc2ccc(C)cc2c(=O)n1-c1cccnc1,.,0,6,0.2,0,0.0,9,.
COC(=O)C1=C(c2ccc(-c3ccccc3)c(F)c2)C[C@@H]2CC[C@H]1N2C(=O)N1CCC(C)CC1,-10,-16,16,-0.1,0,-0.1,-1,3
CC1CNCCN1c1ccc(Cl)cc1 (stereo not drawn),-2,1,3,0.2,-11,0.3,-11,-12
O=C1CN=C(c2ccc(Br)cc2)c2c(sc3c2CCCC3)N1CCN1CCCCC1,0,-1,20,.,-3,0.0,-2,0
COc1cc(OC)c(OC)cc1/C=C1\C(=O)NC(=O)N(Cc2ccccc2)C1=O,2,-1,10,2.3,36,-0.1,-63,-6
C=CCOC(=O)N1Cc2ccccc2-n2nncc2C1,-6,.,5,-2.1,-1,-0.1,-9,6
C[C@]12CCC3C(CC[C@H]4C[C@@H](O)CC[C@]34C)C1CC[C@@H]2OC(=O)[C@H](N)CCCCN (stereo partly drawn),-7,1,8,.,-4,-0.2,97*,66*
CCOP(=O)(Cc1ccc(C(=O)CC)o1)OCC,6,-2,-8,.,-3,0.1,-2,-3
CC(C)CCN1CCN(Cc2c(F)cccc2Cl)CC1CCO (stereo not drawn),.,-3,1,1.1,0,0.2,15,.
C=CCn1c(O)c(C(C)=NC2CCN(Cc3ccccc3)CC2)c(=O)[nH]c1=O,.,-4,4,0.0,-11,0.0,-5,-10
Oc1ccccc1CN(CCc1ccccc1)Cc1ccccc1,-5,-9,4,0.0,-2,0.1,-3,-6
COc1ccc(NP2(=O)NCCCN2)cc1,-6,.,3,0.5,-48,0.0,-52,0
COc1ccccc1[As](=O)(O)CC(O)COc1ccc(Cl)cc1Cl (stereo not drawn),.,-21,-4,-0.1,-6,0.3,-4,.
OC(c1ccncc1)(c1ccc(F)cc1)c1ccc(F)cc1,.,29,12,1.3,3,-0.1,-5,-3
Cc1cc(C(=O)OCC(=O)Nc2cccc(F)c2)c(C)n1C1CC1,-13,-6,-9,.,-3,-0.1,-34,-5
CCN(CC)CCO,-3,.,2,.,-1,.,-1,-3
COc1cc(/C=C/c2nc3ccccc3c(=O)n2-c2cccc(O)c2)ccc1O,.,-13,10,-1.8,-13,0.0,-16,-11
CN1CC=C(c2c[nH]c3ccccc23)CC1,-6,7,8,-0.1,-4,-0.1,6,6
CCCCCCC(=O)N/N=C/c1c(O)n(C2CC2)c(=S)[nH]c1=O,.,5,10,.,-3,0.3,-14,.
COc1ccc(C#Cc2ccc([C@@H]3[C@@H](CO)N4CCCCN(C(=O)Cc5cccnc5)C[C@H]34)cc2)cc1,.,.,-16,-0.6,2,0.0,-10,-5
CCCN1[C@@H]2c3ccc(-c4ccc(F)cc4)c(=O)n3C[C@H]1[C@H](CO)[C@H]2C(=O)OC,-3,.,-4,-0.4,22,0.3,57*,3
CC1=C(C)CC2(CC1)C(=O)NC(=O)NC2=O,.,.,-6,-0.5,-8,0.2,-1,.
COC(=O)C1=C(c2c(C)noc2C)C[C@@H]2CC[C@H]1N2C(=O)NCCOc1ccc(OC)cc1,11,-4,14,0.9,-3,-0.2,-2,4
COc1ccc(OC)c(-n2c(O)c(/C=C3\C=Nc4ccccc43)c(=O)[nH]c2=O)c1,14,9,15,0.2,-6,0.1,-109,2
CC(Cc1ccccc1)NC(=O)/C=C/c1ccc(Cl)cc1 (stereo not drawn),.,0,-20,0.1,-13,0.2,0,.
COc1ccc(Oc2c(C)oc3cc(OC(=O)N(C)C)ccc3c2=O)cc1,7,0,10,0.5,7,0.0,-7,-15
CC1=C(C(=O)Nc2ccccc2)S(=O)(=O)CCO1,4,2,3,.,1,0.1,-14,.
Cc1c2cnn(CC(=O)N3CCC4(CC3)OCCO4)c(=O)c2c(C)n1Cc1ccccc1Cl,16,4,.,.,-3,0.2,-8,-8
Cc1ccccc1NC(=S)NC(NC(=O)CF)C(Cl)(Cl)Cl (stereo not drawn),.,-19,7,-0.1,-7,0.0,-12,.
O=C(Cc1ccccn1)N1CCCCN2[C@H](CO)[C@@H](c3ccc(-c4ccccc4)cc3)[C@@H]2C1,.,.,-8,0.1,-1,0.2,-12,2
c1ccc(C2CN3CCC2CC3)cc1 (stereo not drawn),.,2,-10,.,8,0.0,-28,-2
COc1ccc(NC(c2ccccc2F)P(=O)(Oc2ccccc2)Oc2ccccc2)cc1 (stereo not drawn),.,4,9,.,0,0.0,-10,.
Oc1ccc2ccccc2c1CN1CC=C(c2ccccc2)CC1,.,8,3,.,-3,0.0,3,.
c1ccc(-c2nc3ccccc3nc2-c2ccc(CN3CCC(n4nnc5ccccc54)CC3)cc2)cc1,.,3,32,0.1,2,0.1,-47,.
COC(=O)C1=C(c2ccc(OCc3ccccc3)cc2)C[C@@H]2CC[C@H]1N2C(=O)NCc1cccc(C(F)(F)F)c1,7,-2,2,1.8,-4,0.0,-14,-7
COc1ccc(CC(C)NCCC(c2ccccc2)c2ccccc2)cc1 (stereo not drawn),-10,6,47,.,0,0.2,16,17
COc1ccc2c(c1)C1(C)CCN(C)CC(C1)C2O (stereo not drawn),.,-5,4,0.0,-6,0.2,-17,-1
NNP(=O)(CC(=O)c1ccccc1)c1ccccc1 (stereo not drawn),.,1,7,.,-6,0.0,-15,-13
c1ccc2c[n+](CCCCCCCCCC[n+]3ccc4ccccc4c3)ccc2c1,.,-11,20,0.3,1,0.3,3,.
O=C(OCC(=O)c1ccc([N+](=O)[O-])cc1)/C(=C/c1ccc(Cl)cc1)NC(=O)c1ccccc1,.,-4,-2,0.5,2,0.0,-12,.
Cc1cc(/C=C2\C(=O)NC(=O)N(c3ccc(Cl)cc3)C2=O)c(C)n1-c1cccc(C(=O)O)c1,-3,-8,0,.,-14,0.0,-66,-6
CC1CCN(CC(=O)c2ccccc2Cl)CC1,17,-2,.,.,.,0.0,.,-1
COc1ccc(-c2cc(=O)c3c(OC)c(OC)c(OC)cc3o2)cc1,0,.,-10,.,1,.,13,7
COc1ccc(CN2Cc3cc(-c4cccc(F)c4)ccc3-n3nncc3C2)cc1,-5,2,8,-0.1,3,-0.1,-16,7
C[C@@H]1O[C@@H](O[C@@H]2C=C3CC[C@@H]4C(CC[C@]5(C)[C@@H](c6ccc(=O)oc6)CC[C@]45O)[C@@]3(C)CC2)[C@H](O)[C@H](O)[C@H]1O (stereo partly drawn),7,13,71*,-0.3,-2,0.0,-7,7
# Additional entries:
SMILES,esBAF inh,FN deposit inh,EWS-Fli block,E-sel inducer,S100A4 MyoIIA,XiGFP reactiv,RAD52 anneal inh,RAD54 inh
c1ccc(C(OCCN2CCN(c3ncccn3)CC2)c2ccccc2)cc1,-6,-2,-5,.,-2,-0.1,-20,2
COc1ccc(Cc2nccc3cc(OC)c(OC)cc23)cc1OC,-7,4&-5,-4,0.8,1&18,0.0,14,-9
NCCc1c[nH]c2ccc(OCc3ccccc3)cc12,.,-9,7,.,-3,0.1,-15,.
COc1ccccc1N1CCNCC1,0,-2,-6,0.3,-6,0.2,-1,-11
C[C@H]1CN([C@@H](C)CO)C(=O)CCCn2nncc2CO[C@H]1CN(C)C(=O)Oc1cccc2ccccc12,4&-1&6,-3&-16,4&-4&-7,0.2&-0.3,0&7&10,0.3,-8&4&-7,-6&2&-4
Cc1cc(OCC(=O)N2CCC(C(=O)O)CC2)c2c3c(c(=O)oc2c1)CCCC3,-8,.,-3,.,-6,.,-23,-9
CCN(CC)C(=O)c1ccc(NC(=O)Nc2ccccc2F)cc1,.,.,62*,.,-2,-0.1,-7,.
COC(=O)C1=C(c2ccc(F)cc2F)C[C@@H]2CC[C@H]1N2C(=O)NCc1ccc2c(c1)OCO2,-3,-5,8,-0.2,-1,0.2,-1,-3
COc1ccc2c(c1)C13CCCC[C@@H]1C(C2)N(C)CC3 (stereo partly drawn),-8,10,0,0.3,7,0.0,-2,-11
CC(C)N(CCC(C(N)=O)(c1ccccc1)c1ccccn1)C(C)C (stereo not drawn),-1&-3,-7&0,-2&2,0.5&0.3,-3&-4,-0.1&0.0,-4&-12,2&-7
OC1/C(=C/c2ccccc2C(F)(F)F)N2CCC1CC2 (stereo not drawn),.,-6,2,-0.1,6,0.0,-4,.

# A different layout for 11 compounds above.
Compound | esBAF inh | FN deposit inh | EWS-Fli block | E-sel inducer | S100A4 MyoIIA | XiGFP reactiv | RAD52 anneal inh | RAD54 inh
COC(=O)C1=C(c2c(C)noc2C)C[C@@H]2CC[C@H]1N2C(=O)NCCOc1ccc(OC)cc1 | 11 | -4 | 14 | 0.9 | -3 | -0.2 | -2 | 4
COc1ccc(OC)c(-n2c(O)c(/C=C3\C=Nc4ccccc43)c(=O)[nH]c2=O)c1 | 14 | 9 | 15 | 0.2 | -6 | 0.1 | -109 | 2
CC(Cc1ccccc1)NC(=O)/C=C/c1ccc(Cl)cc1 (stereo not drawn) | . | 0 | -20 | 0.1 | -13 | 0.2 | 0 | .
COc1ccc(Oc2c(C)oc3cc(OC(=O)N(C)C)ccc3c2=O)cc1 | 7 | 0 | 10 | 0.5 | 7 | 0.0 | -7 | -15
CC1=C(C(=O)Nc2ccccc2)S(=O)(=O)CCO1 | 4 | 2 | 3 | . | 1 | 0.1 | -14 | .
Cc1c2cnn(CC(=O)N3CCC4(CC3)OCCO4)c(=O)c2c(C)n1Cc1ccccc1Cl | 16 | 4 | . | . | -3 | 0.2 | -8 | -8
Cc1ccccc1NC(=S)NC(NC(=O)CF)C(Cl)(Cl)Cl (stereo not drawn) | . | -19 | 7 | -0.1 | -7 | 0.0 | -12 | .
O=C(Cc1ccccn1)N1CCCCN2[C@H](CO)[C@@H](c3ccc(-c4ccccc4)cc3)[C@@H]2C1 | . | . | -8 | 0.1 | -1 | 0.2 | -12 | 2
c1ccc(C2CN3CCC2CC3)cc1 (stereo not drawn) | . | 2 | -10 | . | 8 | 0.0 | -28 | -2
COc1ccc(NC(c2ccccc2F)P(=O)(Oc2ccccc2)Oc2ccccc2)cc1 (stereo not drawn) | . | 4 | 9 | . | 0 | 0.0 | -10 | .
Oc1ccc2ccccc2c1CN1CC=C(c2ccccc2)CC1 | . | 8 | 3 | . | -3 | 0.0 | 3 | .
